Screening results: PubChem, several laboratories
MT1-MMP act inh: blocks activation of human MT1-MMP | actives 0.061% (n = 360,000) | P50281 | HT1080 RFP-PRO-GFP cells, GFP/RFP ratio fluorescence, overnight; percent of plate control window, DMSO zero | AID 651647 | GFP/RFP ratio change, % at 20 µM;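 active = GFP/RFP ratio change of at least 30% with cell ATP level not reduced by more than half and red fluorescence within 50% of control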; also: strong numbers were not always called active
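Read-out: GFP/RFP fluorescence ratio; Test system: RFP-PRO-GFP reporter HT1080 cells; Compound dosing: single-point 20 µM compound, 1% DMSO; Times: overnight compound exposure at 37 °C.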
CendR NRP1 mod: alters CendR peptide binding to human NRP-1; O14786; FAM-RPARPAR peptide binding to NRP-1, fluorescence polarization; inhibition, % at 25 µM; actives 0.85% (n = 360,000); AID 602438;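 active = inhibition or corrected inhibition above about 18%, plus a signal ratio from 0.5 to 1.5, limit read from the data, passing the limit was not always enough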; also: strong numbers were not always called active
Target sequence (O14786 whole entry, looked up): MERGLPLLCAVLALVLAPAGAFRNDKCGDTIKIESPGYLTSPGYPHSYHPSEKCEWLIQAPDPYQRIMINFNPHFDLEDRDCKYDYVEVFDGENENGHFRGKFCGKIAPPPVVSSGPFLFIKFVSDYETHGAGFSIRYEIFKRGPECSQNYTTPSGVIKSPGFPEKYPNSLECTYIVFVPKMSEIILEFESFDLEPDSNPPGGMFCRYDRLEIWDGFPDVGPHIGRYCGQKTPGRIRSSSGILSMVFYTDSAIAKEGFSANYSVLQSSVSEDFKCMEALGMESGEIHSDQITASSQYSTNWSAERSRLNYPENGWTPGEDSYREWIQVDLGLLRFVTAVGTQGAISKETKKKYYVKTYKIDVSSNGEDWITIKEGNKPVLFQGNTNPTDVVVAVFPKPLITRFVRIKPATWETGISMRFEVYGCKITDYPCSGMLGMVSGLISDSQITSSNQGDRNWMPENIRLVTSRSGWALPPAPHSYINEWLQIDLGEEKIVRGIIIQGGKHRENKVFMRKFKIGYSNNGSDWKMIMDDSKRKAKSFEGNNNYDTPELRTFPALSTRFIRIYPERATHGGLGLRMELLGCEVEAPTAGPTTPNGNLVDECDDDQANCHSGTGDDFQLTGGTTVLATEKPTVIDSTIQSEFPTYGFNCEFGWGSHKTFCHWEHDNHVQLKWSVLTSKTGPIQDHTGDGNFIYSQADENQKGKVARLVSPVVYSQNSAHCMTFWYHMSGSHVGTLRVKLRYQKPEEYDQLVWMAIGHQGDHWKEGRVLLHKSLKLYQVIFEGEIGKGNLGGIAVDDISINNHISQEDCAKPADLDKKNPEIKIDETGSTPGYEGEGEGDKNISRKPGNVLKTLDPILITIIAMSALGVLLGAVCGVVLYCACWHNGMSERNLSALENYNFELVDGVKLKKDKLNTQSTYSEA
MsrA act: activators of bovine methionine sulfoxide reductase A; purified bovine MsrA, absorbance read-out; activation, % at 10.6 µM; actives 0.3% (n = 360,000); AID 602163; in the data active = activation above about 7.5%;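 also: 0% = vehicle and 100% = reference activator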
SKN-1 block: blocks SKN-1 activity in C. elegans; C. elegans VP596 Pgst-4::GFP/RFP ratio, acrylamide-induced, 24 h; inhibition, % at 21.8 µM; actives 0.49% (n = 360,000);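 active = interference check ratio from 0.5 to 1.5 plus GFP to RFP signal ratio inhibition reaching or exceeding a fixed threshold, cut at about 30% in these data, passing the limit was not always enough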; also: some compounds called inactive have numbers as strong as hits
eLon inh: inhibits E. coli Lon protease | P0A9M0 | purified E. coli Lon protease, fluorescence polarization | inhibition, % at 7.94 µM | actives 0.42% (n = 360,000) | AID 602123; in the data active = inhibition above about 13%, passing the limit was not always enough;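 also: 0% = enzyme with probe and DMSO and 100% = no enzyme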
FAS TE block: FAS thioesterase (human) inhibition; P49327; AID 602261; actives 0.67% (n = 360,000); inhibition, % at 15 µM; recombinant FAS-TE, OMFH fluorogenic substrate, fluorescence endpoint;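 active = compounds whose normalised, plate-corrected inhibition of enzyme fluorescence in the single-dose primary screen is 50% or more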;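 also: 0% = DMSO with enzyme and 100% = substrate without enzyme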
MsrA inhibitor: bovine MsrA inhibition | inhibition, % at 15.5 µM | actives 0.75% (n = 360,000) | AID 651718 | purified bovine MsrA, absorbance read-out; in the data active = inhibition above about 4.5%;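 also: 0% = vehicle wells with enzyme and 100% = reference inhibitor wells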
TbMetRS inhib: Trypanosoma brucei MetRS inhibition; purified T. brucei MetRS, ATP depletion, Kinase-Glo luminescence; inhibition, % at 11.9 µM; actives 0.4% (n = 360,000); AID 624268;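 active = inhibition above a per-plate cutoff of the control wells' mean inhibition plus 3 SD, cut at about 5.5% in these data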;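 also: 0% = DMSO wells median and 100% = median of wells with control inhibitor compound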
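Dosing: 11.9 µM compound single dose, 0.9% DMSO; Assay system: purified T. brucei MetRS enzyme; Measured by: Kinase-Glo luciferase luminescence reporting remaining unconsumed ATP; Schedule: 15 min plus 2 h at 25 °C.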
PABP1 MLLE inh: blocks PAM2 peptide binding to the PABP1 MLLE domain | actives 0.36% (n = 360,000) | AID 588489 | inhibition, % at 20 µM | GST-MLLE / FITC-PAM2 fluorescence polarization; in the data active = inhibition above about 35%, passing the limit was not always enough;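 also: plate controls were DMSO wells with GST-MLLE for no effect and wells lacking GST-MLLE protein for full effect; some results filed as inactive read as strong as hits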
* = called active by the depositor.

SMILES	MT1-MMP act inh	CendR NRP1 mod	MsrA act	SKN-1 block	eLon inh	FAS TE block	MsrA inhibitor	TbMetRS inhib	PABP1 MLLE inh
Cc1ccc(C(=O)CSc2nnc(-c3c[nH]c4ccccc34)o2)cc1	4.5	-6.1	-2.6	-3.4	-0.7	-1.9	1.3	0.6	-106.2
O=C(c1cc([N+](=O)[O-])ccc1N1CCOCC1)N1CCN(S(=O)(=O)c2cc(Cl)ccc2Cl)CC1	2.2	-3.5	-2.5	-4.8	13.3	14.7	0.3	-0.5	-47.6
CCOC(=O)NCc1ccc(S(=O)(=O)Nc2c(C)cccc2C)cc1	-3.0	2.2	-2.2	12.8	-10.3	-4.4	1.9	-0.7	-5.9
N#Cc1ccc(C(=O)NC(=S)NC2CCCCC2)cc1	2.0	13.3	-0.2	21.6	1.6	6.5	0.8	-0.5	23.8
O=C(NNc1ccc([N+](=O)[O-])cn1)Nc1ccc(N=Nc2ccccc2)cc1	10.9	2.6	-2.9	22.0	-8.6	5.9	2.1	-0.2	-54.5
Cc1ccc2cc3cc(C(=O)NC4CC4)oc3nc2c1	6.0	-0.3	-3.4	23.8	-6.8	0.7	3.5	-0.2	6.4
O=C(NCc1ccco1)c1ccc(S(=O)(=O)c2cccc(S(=O)(=O)N3CCOCC3)c2)cc1	-4.7	-4.3	-12.1	-11.6	10.0	5.5	1.6	-0.8	5.0
O/N=C/c1cc(Br)ccc1OCc1ccc(F)cc1	-4.6	-12.1	-2.2	20.0	-7.8	-24.1	-1.7	0.9	-4.9
COc1cc(C(=O)NCCCNc2nc3cc(C)c(C)cc3cc2C#N)cc(OC)c1OC	-2.4	-18.2	-5.6	14.6	4.3	-3.7	-0.3	-1.1	-3.2
COc1ccc(C=NNC(=S)NC23CC4CC(CC(C4)C2)C3)cc1OC	9.4	0.8	-3.2	14.6	4.4	19.9	2.2	-0.3	29.6
O=C(NCc1ccc2c(c1)OCO2)C1CC(=O)N(c2ccc(O)cc2)C1 (stereo not drawn)	-2.2	-5.9	-8.6	-0.1	-12.2	-12.9	0.8	-0.6	-14.7
CN(C)CCCOC(=O)c1sc2ccccc2c1Cl	0.1	-1.0	-0.7	1.4	-1.2	-5.2	1.5	0.3	4.0
Nc1cc(=O)[nH]c(=S)n1-c1cccc(C(F)(F)F)c1	-13.8	0.6	-5.5	1.6	-5.7	-3.8	0.5	0.8	7.8
COc1ccc(OC)c(-c2nnc3n2N=C(c2ccc(OC)c(OC)c2)CS3)c1	17.5	-5.6	-5.2	-14.8	-3.3	-3.8	1.7	-0.3	-59.4
CCOC(=O)c1cnn(-c2ncnc3sc(C)c(C)c23)c1N	-3.6	-4.8	-9.3	4.6	-3.8	-5.5	0.3	-1.5	-2.8
CCNc1nc(NCC)n2c(SCC(=O)Nc3ccc(NC(C)=O)cc3)nnc2n1	1.7	7.5	-0.3	5.2	-10.8	-5.1	-0.8	-0.2	-9.2
C/C(=N\NC(N)=O)c1cc(Cl)cc(Cl)c1O	-0.6	6.3	-3.5	7.5	3.0	4.0	1.5	0.4	7.3
Cc1ccc(C(=O)N2[C@@H]3CN(C)C(=O)[C@@]2(C)[C@H]2C(=O)N(C)C(=O)[C@@H]32)cc1	1.7	-0.9	-1.4	1.1	-0.9	-5.1	-1.5	0.4	0.3
C=CCOC(=O)C1C(=O)CC(C)(O)C(C(=O)OCC=C)C1c1ccc(N(C)C)cc1 (stereo not drawn)	1.5	-1.7	-1.9	-3.9	7.5	-2.8	-0.8	-0.6	-4.5
CCCOc1ccc(C(C)(O)CN2CCOCC2)cc1 (stereo not drawn)	0.0	1.4	-2.0	-9.3	-2.5	-7.4	-1.1	0.0	-14.2

Next part; it opens with the 2 that closed the last part.
SMILES	MT1-MMP act inh	CendR NRP1 mod	MsrA act	SKN-1 block	eLon inh	FAS TE block	MsrA inhibitor	TbMetRS inhib	PABP1 MLLE inh
C=CCOC(=O)C1C(=O)CC(C)(O)C(C(=O)OCC=C)C1c1ccc(N(C)C)cc1 (stereo not drawn)	1.5	-1.7	-1.9	-3.9	7.5	-2.8	-0.8	-0.6	-4.5
CCCOc1ccc(C(C)(O)CN2CCOCC2)cc1 (stereo not drawn)	0.0	1.4	-2.0	-9.3	-2.5	-7.4	-1.1	0.0	-14.2
CC(=O)Nc1ccc(C(=O)OCC(=O)NCc2ccc3c(c2)OCO3)cc1	-3.6	9.2	-2.3	8.3	-10.7	-7.1	1.3	0.3	-16.9
O=C(c1ccc(Br)o1)N1CCN(Cc2ccc3c(c2)OCO3)CC1	0.2	-2.5	-12.9	-4.0	-7.5	-9.9	-0.8	-1.6	-0.4
Cc1ccc(Cn2ccc(NC(=O)c3nc4ncccn4n3)n2)cc1	0.3	1.2	4.2	-15.3	-4.2	-5.9	-0.3	-0.7	-1.4
Cc1cccc(NC(=O)CNC(=O)c2cc(C3CC3)nn2-c2ccccc2)c1C	-1.5	0.7	-1.0	13.8	-16.1	3.5	0.4	-0.3	-24.6
CCS(=O)(=O)Nc1ccc(C2=NN(C(=O)c3ccco3)C(c3ccc(Cl)o3)C2)cc1 (stereo not drawn)	0.6	-4.5	-10.1	-4.8	-0.3	11.4	3.3	-0.2	24.8
O=C1c2nc3ccccn3c2C(=O)N1Cc1ccccc1	-1.4	3.8	-2.4	4.1	6.5	7.8	0.0	-0.4	-17.2
CO/N=C/CC(=O)Nc1ccc(F)cc1F	0.1	1.6	-1.2	8.6	5.1	-2.3	-0.5	-0.1	5.9
O=C(OCCN1CCOCC1)c1cccs1	4.4	5.9	2.9	-3.9	6.8	-7.2	0.5	-0.5	-6.7
O=C(COC(=O)c1ccc(S(=O)(=O)N2CCCCCC2)cc1)NCc1ccc(F)cc1	0.0	0.6	-4.2	0.5	0.9	-6.5	-1.6	-0.5	2.8
O=[N+]([O-])c1cccc(/C([O-])=C(/C(=S)Nc2ccccc2)[n+]2ccccc2)c1	2.2	-4.7	-0.6	2.7	-0.9	-8.8	-0.7	0.1	-18.2
CC1CCCCN1S(=O)(=O)Cc1ccccc1Cl (stereo not drawn)	1.8	-7.1	-1.6	-2.0	-13.4	-1.6	-0.6	-0.1	-0.7
c1ccc2ccccc2c1	1.8	9.2	0.8	2.4	-4.5	0.7	0.2	-0.6	-4.3
COC(=O)C(NNc1ccccc1)(NC(=O)c1cccc(F)c1)C(F)(F)F (stereo not drawn)	3.4	9.3	-3.7	-38.1	16.0	0.7	0.0	-0.2	-19.1
COc1ccc(CCC(=O)Nc2ncc(C)s2)cc1	3.8	22.7	-1.0	13.2	-0.8	-0.3	1.1	0.0	-5.6
CCC(C(=O)OCC(=O)Nc1c(C)n(C)n(-c2ccccc2)c1=O)c1ccccc1 (stereo not drawn)	1.2	3.5	-9.9	1.9	-2.0	-6.9	1.2	-0.8	-7.7
FC(F)Sc1ccc(NC(=S)NC2CCC(NC(=S)Nc3ccc(SC(F)F)cc3)CC2)cc1 (stereo not drawn)	4.1	-10.9	-2.1	43.7	-3.7	13.0	-1.1	-0.2	-78.0
Cc1ccc(NC(=O)CN2C(=O)c3ccccc3S2(=O)=O)cc1C	1.2	-2.6	-2.5	20.1	-10.4	-1.7	1.9	-0.1	-1.6
CCOCCCNC(=O)Cc1ccc(OC)c(OC)c1	-1.9	-2.3	-3.8	5.2	-8.5	-8.3	-0.3	0.3	-0.7
O=C(O)c1cccc2cc(-c3ccccc3)oc(=O)c12	2.3	-5.0	-3.6	-5.6	2.0	-6.5	2.1	-0.4	4.5
Cn1c(=O)c2c(nc(Br)n2Cc2ccc3ccccc3c2)n(C)c1=O	10.2	-0.9	-0.5	-1.2	0.5	0.8	0.5	0.4	-5.9
CN(C(=O)CSc1nc2ccc(Br)cc2c(=O)n1Cc1ccco1)C1CCS(=O)(=O)C1 (stereo not drawn)	-3.5	2.7	0.4	-6.9	-5.3	6.7	0.0	-0.1	-16.3
O=c1[nH]c(CO)nc2c1oc1ccccc12	-0.7	-8.0	-0.3	9.7	2.8	-6.0	-0.8	-0.2	-8.9
COC(=O)c1cnn2c(C(F)(F)F)cc(-c3ccco3)nc12	-16.7	-107.6	-4.2	15.2	-0.8	-3.1	2.2	-0.2	-13.5
Cc1cccc(C=CC(=O)c2ccccc2)c1	-1.5	-1.7	-3.0	-4.3	-4.3	0.2	2.2	-0.3	4.8
CCCCSc1nc(C)c(CC(=O)O)c(=O)[nH]1	2.2	18.2	-0.8	-2.6	-8.3	-4.7	-0.2	-0.5	1.9
COCc1ccc(CN2CCCC(CO)(Cc3ccccc3)C2)o1 (stereo not drawn)	-0.4	-5.1	-3.9	2.1	-0.8	-4.2	1.0	-0.8	-8.6
CN(CCOCCOc1ccc(F)cc1)Cc1ccccc1	-3.6	-0.7	-1.8	8.6	-2.8	-0.4	0.8	-1.8	4.1
Cc1cccc(C(C)C)c1NC(=O)CN1C(=O)NC2(CCc3ccccc32)C1=O (stereo not drawn)	-5.7	-1.2	-3.0	16.1	-21.7	-2.1	-1.4	-0.3	-26.1
CCOC(=O)C1=C(C)Nc2ccccc2N=C1NC(=O)c1cccc(S(=O)(=O)N(C)C)c1	-5.2	7.8	0.9	15.8	10.7	1.1	0.3	-0.1	-12.0
O=C(COC(=O)C1CCN(S(=O)(=O)c2cccs2)CC1)NCc1ccc(F)cc1	-4.9	21.4	-12.4	-8.6	-3.4	1.7	-0.7	-1.0	-0.9
Cc1ccc(C(=O)COC(=O)CCN2C(=O)C3C4CCC(C4)C3C2=O)cc1[N+](=O)[O-] (stereo not drawn)	2.9	3.2	-2.7	8.1	0.4	8.1	-0.5	0.0	-4.8
Cc1cccnc1C(NC(=O)C1CCN(Cc2ccc(Cl)cc2)CC1)c1ccc(F)cc1 (stereo not drawn)	-2.7	5.6	-0.8	7.8	-5.9	-4.0	0.1	-0.3	-10.6

As a short view, some entries already given:
SMILES	MT1-MMP act inh	CendR NRP1 mod	MsrA act	SKN-1 block	eLon inh	FAS TE block	MsrA inhibitor	TbMetRS inhib	PABP1 MLLE inh
Cc1cccc(C(C)C)c1NC(=O)CN1C(=O)NC2(CCc3ccccc32)C1=O (stereo not drawn)	-5.7	-1.2	-3.0	16.1	-21.7	-2.1	-1.4	-0.3	-26.1
CCOC(=O)C1=C(C)Nc2ccccc2N=C1NC(=O)c1cccc(S(=O)(=O)N(C)C)c1	-5.2	7.8	0.9	15.8	10.7	1.1	0.3	-0.1	-12.0
O=C(COC(=O)C1CCN(S(=O)(=O)c2cccs2)CC1)NCc1ccc(F)cc1	-4.9	21.4	-12.4	-8.6	-3.4	1.7	-0.7	-1.0	-0.9
Cc1ccc(C(=O)COC(=O)CCN2C(=O)C3C4CCC(C4)C3C2=O)cc1[N+](=O)[O-] (stereo not drawn)	2.9	3.2	-2.7	8.1	0.4	8.1	-0.5	0.0	-4.8
Cc1cccnc1C(NC(=O)C1CCN(Cc2ccc(Cl)cc2)CC1)c1ccc(F)cc1 (stereo not drawn)	-2.7	5.6	-0.8	7.8	-5.9	-4.0	0.1	-0.3	-10.6

In the list so far, these have a cyano group.
SMILES	MT1-MMP act inh	CendR NRP1 mod	MsrA act	SKN-1 block	eLon inh	FAS TE block	MsrA inhibitor	TbMetRS inhib	PABP1 MLLE inh
N#Cc1ccc(C(=O)NC(=S)NC2CCCCC2)cc1	2.0	13.3	-0.2	21.6	1.6	6.5	0.8	-0.5	23.8
COc1cc(C(=O)NCCCNc2nc3cc(C)c(C)cc3cc2C#N)cc(OC)c1OC	-2.4	-18.2	-5.6	14.6	4.3	-3.7	-0.3	-1.1	-3.2
